Dengue-2 NS5 capping: flavivirus cap methylation enzyme inhibition – biochemical, confirmation dose response, primary screen (AID 588689); Dengue-2 NS5 methyltransferase capping enzyme assay, biochemical; higher % means a stronger effect; one-dose inhibition, % at 25 µM; IC50 in µM for titrated hits; hit rate 0.3% among 340,000; in the data active means a potency from the dose series; inconclusive means inhibition above about 29% without an active follow-up result
HEK293 NOD2/NF-kB: NOD2 signaling inhibitors, cell-based, luminescence, uHTS, HEK293 (AID 1566); HEK293 NOD2/NF-kB luciferase reporter, luminescence; higher % means a stronger effect; hit rate 0.63% among 290,000; inhibition, % at 4 µM; hits with a dose series show EC50 in µM; further: many of its hits are not listed in these tables
KOR beta-arrestin-1: KOR antagonists, beta-arrestin recruitment, cell-based, luminescence, uHTS (AID 1778); hit rate 0.091% among 290,000; one-dose inhibition, % at 10 µM; IC50 in µM for titrated hits; KOR beta-arrestin recruitment, luminescence, antagonist mode; higher % means a stronger effect; further: strong numbers were not always called active
AID2073: inhibitors of Mint1-CaV2.2 protein interaction, biochemical, HTRF (AID 2073) | hit rate 0.19% among 290,000 | one-dose inhibition, % at 20 µM; IC50 in µM for titrated hits | HTRF protein-protein interaction, Mint1-CaV2.2; higher % means a stronger effect; in the data active means inhibition mostly above about 51%, no sharp cut-off; inconclusive means no clear call, values can overlap the other calls; inactive means mostly below about 53%; further: some results filed as inactive read as strong as hits
NOD1 inhibition: NOD1 signaling inhibitors, primary screen, cell-based, luminescence, uHTS (AID 1578); hit rate 1% among 290,000; NOD1-driven NF-kB luciferase reporter cells, luminescence; higher % means a stronger effect; inhibition, % at 4 µM, or EC50 in µM where a hit was titrated; in the data active means inhibition mostly above about 36%, no sharp cut-off; inactive means mostly below about 34%;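 further: HEK-293T reporter cells stimulated with the NOD1 agonist gamma-tri-DAP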
KOR beta-arrestin-2: kappa opioid receptor activators – cell-based, luminescence, uHTS, primary screen (AID 1777); KOR beta-arrestin recruitment, luminescence; higher % means a stronger effect; hit rate 0.02% among 280,000; activation, % at 10 µM, or EC50 in µM where a hit was titrated; in the data active means activation above about 50%, passing the limit was not always enough; further: a part of the inactive calls stands beside numbers as strong as those of hits
Yfh1-depleted yeast: mitochondrial function rescue without frataxin homolog – Friedreich's ataxia, plus single-dose screen, dose response (AID 1465) | hit rate 0.074% among 220,000 | one-dose fold induction at 50 µM; EC50 in µM for titrated hits | S. cerevisiae Yfh1-off respiration, WST-1 reduction, 72 h; higher fold induction means a stronger effect;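 active means fold induction of absorbance versus untreated yeast above a set limit, then at least 30% activation at any dose in follow-up; inconclusive means repeats straddling the limit, or above it without dose testing; inactive means fold induction below the set limit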;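 further: activators that raise dye reduction in frataxin-depleted yeast; strong numbers were not always called active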
HIV fusion peptide: inhibitors of HIV fusion peptide binding, primary screen, biochemical, uHTS, fluorescence dequenching (AID 1986); cell-free peptide binding, fluorescence dequenching, 30 min; higher % means a stronger effect; inhibition, % at 20 µM; hits with a dose series show IC50 in µM; hit rate 0.3% among 290,000; in the data active means inhibition mostly above about 52%, no sharp cut-off; inactive means mostly below about 76%; further: some results filed as inactive read as strong as hits
West Nile virus CPE: West Nile virus antiviral activity, cell-based, CPE readout (AID 1621) | West Nile virus-infected cells, CPE inhibition; higher % means a stronger effect | CPE inhibition, % at 10 µM; hits with a dose series show IC50 in µM | hit rate 0.02% among 290,000; in the data active means a potency from the dose series; inconclusive means CPE inhibition mostly from about 3.7% at the one dose, without a potency; inactive means the rest, 99 in 100 with CPE inhibition below about 2.2%; further: strong numbers were not always called active
Dengue-2 NS5 capping pilot replicate: recorded beside Dengue-2 NS5 capping, whose call it bears; inhibition, %; measured here: pilot screen replicate inhibition
* = called active by the depositor; i = inactive; ? = inconclusive; · = no result given; & = joins results of further samples; [ ] = dose if it differs, or a comment. Unless noted, no stated cut-off is given here; in the data, active means inhibition above about 50%; inactive means the rest.

SMILES	Dengue-2 NS5 capping	HEK293 NOD2/NF-kB	KOR beta-arrestin-1	AID2073	NOD1 inhibition	KOR beta-arrestin-2	Yfh1-depleted yeast	HIV fusion peptide	West Nile virus CPE	others
CC(=O)c1c(C)[nH]c(C(=O)COC(=O)C2CC2)c1C	0%	6%	14%	14%	-23%	-0.5%	i	-1.5%	-0.4%
CCN1CCN(CC(O)COc2ccc(C)c(C)c2)CC1 (configuration not stated)	-1%&-2%	-2%	-4%	1%	-16%	1.4%	i	-0.4%	0.3%
COCC(=O)Nc1sc2c(c1C(=O)OC)CCC(C)C2 (configuration not stated)	-6%	-2%	23%	2%	-18%	-1.2%	i	0.0%	0.9%
O=C1CC[C@@H](CN(Cc2ccccn2)Cc2nc(-c3ccc(C(F)(F)F)cc3)no2)N1	4%	-11%	3%[20 µM]	3%	-25%	·	i	-1.3%	-2.0%
O=C1OCCC1Sc1nc2ccccc2[nH]1 (configuration not stated)	6%	13%	8%	-5%	8%	3.1%	i	2.4%	0.3%
Nc1ccc([N+](=O)[O-])cc1C(=O)NNC(=O)c1ccco1	0%	12%	27%	-6%	1%	-1.5%	i	-1.6%	-0.2%
CCOC(=O)N1CCN(c2c(NCc3ccccc3OC)c(=O)c2=O)CC1	0%	0%	-4%	-2%	-9%	3.2%	i	0.0%	0.1%
O=C(Nc1ccccc1C(=O)N1CCCC1)c1ccc(Cl)cc1Cl	-2%	2%	0%	6%	-8%	22%	·	-1.8%	-0.9%
COc1ccc(C(=O)NCCNc2nc3ccc(C)cc3cc2C#N)cc1OC	7%	8%	9%	6%	-3%	-5.8%	·	0.8%	-0.8%
O=[N+]([O-])c1cc(S(=O)(=O)N2CCCCC2)ccc1NCCCN1CCOCC1	-4%	13%	22%	4%	-39%	-0.6%	i	1.0%	-0.8%
Cc1ccc(-c2csc(NC(=O)CN3CC(C)OC(C)C3)n2)cc1 (configuration not stated)	1%	5%	-21%	8%	9%	-6.6%	·	-1.1%	-0.7%
O=C(COC(=O)CCCOc1ccc(Cl)cc1Cl)Nc1cccc(Cl)c1	-1%	12%	4%	10%	-17%	-0.9%	i	-0.7%	0.1%
Cc1nn(Cc2cccc(C(=O)N3N=C(C(F)F)CC3(O)C(F)F)c2)c(C)c1[N+](=O)[O-] (configuration not stated)	-15%	19%	-14%	1%	19%	5.9%	i	1.8%	-0.3%
Cc1cc(C)c2c(NC(=O)C3CC3)nn(C)c2n1	-4%	26%	-28%[20 µM]	17%	-12%	-9.0%	i	1.5%	-0.4%
O=C(NC1CCCN(Cc2ccc(Cl)cc2)C1)c1cccc(F)c1 (configuration not stated)	1%	6%	-39%[20 µM]	4%	9%	-4.5%	·	1.5%	-1.6%
CCOc1ccc(N2C(=O)C3CC(C)=C(C)CC3C2=O)c([N+](=O)[O-])c1 (configuration not stated)	0%	0%	8%	9%	-23%	2.6%	i	2.3%	0.4%
O=C(CCN1C(=O)[C@@H]2Cc3ccccc3CN2C1=O)Nc1cccc(F)c1	-2%	13%	13%	-14%	-20%	2.2%	·	1.0%	-0.7%
COc1ccc2ccccc2c1CNC(C)c1ccccc1 (configuration not stated)	-5%	-14%	-61%[20 µM]	9%	-33%	2.9%	·	-0.1%	-1.7%
Cc1ccc(/C(O)=C2\C(=O)C(=O)N(C)C2c2ccc([N+](=O)[O-])cc2)cc1 (configuration not stated)	-2%	17%	5%[20 µM]	30%	2%	-1.0%	·	-0.7%	0.6%
CC(=O)N1c2ccc(S(=O)(=O)N(C)C3CCCCC3)cc2CC1C (configuration not stated)	1%	14%	6%	9%	-4%	3.1%	·	-2.2%	0.3%

2 entries picked at random from the list so far, as already listed:
SMILES	Dengue-2 NS5 capping	HEK293 NOD2/NF-kB	KOR beta-arrestin-1	AID2073	NOD1 inhibition	KOR beta-arrestin-2	Yfh1-depleted yeast	HIV fusion peptide	West Nile virus CPE	others
Cc1ccc(/C(O)=C2\C(=O)C(=O)N(C)C2c2ccc([N+](=O)[O-])cc2)cc1 (configuration not stated)	-2%	17%	5%[20 µM]	30%	2%	-1.0%	·	-0.7%	0.6%
O=C(CCN1C(=O)[C@@H]2Cc3ccccc3CN2C1=O)Nc1cccc(F)c1	-2%	13%	13%	-14%	-20%	2.2%	·	1.0%	-0.7%

Next structures
SMILES	Dengue-2 NS5 capping	HEK293 NOD2/NF-kB	KOR beta-arrestin-1	AID2073	NOD1 inhibition	KOR beta-arrestin-2	Yfh1-depleted yeast	HIV fusion peptide	West Nile virus CPE	others
O=C1c2ccccc2NC(c2ccccc2O)N1O (configuration not stated)	-2%	-1%	-6%	-7%	-6%	3.7%	·	-3.0%	0.3%
Cc1ccc(NC(=S)NC(=O)c2c(-c3ccccc3Cl)noc2C)cc1	-10%	23%	9%	-13%	9%	-4.3%	·	0.9%	·	Dengue-2 NS5 capping pilot replicate=-5.3
O=C(Cn1cnc2c(nnn2-c2ccc(F)cc2)c1=O)N1CCCC1	-1%	13%	-23%	-1%	-1%	-0.5%	i	-1.5%	0.2%
O=C(OCc1nc2ccc(Cl)cc2n1CCO)c1ccc(O)cc1	-3%	11%	-25%	-37%	-13%	0.9%	i	-2.3%	0.0%
Nc1nc(C(=O)N2CCOCC2)nn1S(=O)(=O)c1ccccc1	-2%	3%	-20%	?	5%	2.8%	i	26%	0.9%
O=C(CN1CCN(Cc2ccccc2)CC1)Nc1cccc(Cl)c1	-2%	-8%	1%	1%	-2%	1.8%	·	1.4%	-1.3%
O=C(N/N=C/c1cccs1)c1cc(-c2ccc(Cl)s2)[nH]n1	-7%	2%	-17%	1%	4%	-2.1%	·	-0.1%	-0.5%
O=C(C1CCCN(S(=O)(=O)c2cnc[nH]2)C1)N1CCN(Cc2ccccc2)CC1 (configuration not stated)	-8%	5%	6%	-8%	-5%	6.1%	i	-0.4%	0.4%
CN(C)c1ccc(/C=C(\NC(=O)c2ccccc2)C(=O)NCCCn2ccnc2)cc1	-12%	0%	-16%	-8%	-7%	0.6%	·	1.7%	-0.5%
Cc1ccc(S(=O)(=O)N(C)C)cc1NC(=O)CCCNC(=O)c1ccc(Cl)cc1	-15%	12%	-35%	12%	2%	2.5%	·	-2.2%	-0.6%
COc1ccc(NC(=O)C2C3C=CC4(O3)C2C(=O)N(CCCN2CCCC(C)C2)C4C(=O)NC2CCCCC2)cc1 (configuration not stated)	-4%	-2%	-3%	2%	-20%	0.0%	·	1.1%	-0.4%
Cc1oc(-c2ccc(Cl)cc2)nc1CN1CCC(C(=O)NCCCN2CCOCC2)CC1	1%	8%	-14%	1%	-56%	2.6%	i	-0.1%	0.2%
CCCCNc1cc(C)nc(NCc2ccccc2)n1	-2%	30%	-24%	-4%	30%	-5.9%	i	1.0%	-0.2%
Cc1ccc(Cn2cnc3c(cnn3C(C)(C)C)c2=O)cc1	-8%	17%	-40%	10%	12%	1.8%	i	-0.6%	0.6%
Cc1ccc(C(=O)C2=C(O)C(=O)N(Cc3cccnc3)C2c2cccc(Oc3ccccc3)c2)o1 (configuration not stated)	·	2%	42%	45%	-25%	-2.6%	·	12%	-0.2%
CCN(CC)CCNC(=O)c1cn(CC)c2cc(N3CCN(C(=O)c4ccco4)CC3)c(F)cc2c1=O	-5%	5%	2%	13%	-8%	-5.3%	i	1.0%	0.1%
Cc1nnc(Nc2ccccc2F)s1	-2%	10%	-6%	5%	9%	2.1%	i	-0.7%	0.2%
CCN(CC)CCCN(Cc1cc2cc3c(cc2[nH]c1=O)OCO3)C(=S)Nc1ccccc1OC	-1%	4%	-4%	-2%	-56%	-1.4%	i	-0.5%	0.3%
O=C(/C=C/c1ccc(Cl)cc1)Nc1ccc(Br)cn1	4%	-10%	-25%	34%	-34%	-3.2%	i	-1.7%	-0.7%
CCOC(=O)c1nnc(-c2ccccc2)nc1NCc1ccccc1	-6%	20%	-28%	4%	12%	-0.7%	i	-1.5%	0.2%	Dengue-2 NS5 capping pilot replicate=-0.6
Cc1nnc(SCC(=O)NNC(=O)c2ccc(Cl)cc2)n1CC1CCCO1 (configuration not stated)	-1%	6%	-44%[20 µM]	1%	-18%	·	i	0.3%	0.5%
CCOC(=O)C1=C(C)Nc2nc(SCC)nn2C1c1ccc(OC)cc1 (configuration not stated)	0%	6%	2%	0%	5%	0.4%	i	-1.2%	-1.1%
Nn1c(SCC(=O)NC2CCCCC2)nnc1C1CC1	-2%	25%	-9%	-6%	7%	-1.0%	i	-4.0%	1.6%
CC(C)CC(=O)NC(=S)Nc1ccc(NC(=O)c2ccco2)cc1	-11%	-2%	2%	-1%	-31%	-0.9%	i	3.1%	-1.6%
Cn1c(=O)oc2cc(S(=O)(=O)CCC(=O)N3CCN(c4ccccc4F)CC3)ccc21	1%	-10%	-15%	-2%	-14%	6.3%	·	0.4%	-1.1%
Cc1ccc(C(=O)O/N=C/C2=C(Cl)c3ccccc3CC2)cc1	-4%	12%	0%	3%	9%	-3.7%	i	0.0%	0.2%
CCC(=O)OCC(=O)c1cc(C)n(-c2ccc(Br)cc2)c1C	-7%	2%	9%	0%	-29%	-5.2%	i	-0.1%	-0.1%
CCc1nnc(NC(=O)CCN(c2ccc(C)cc2)S(=O)(=O)c2ccccc2)s1	-4%	-3%	-36%	5%	7%	7.4%	i	2.7%	-1.4%
O=C(Nc1ccccc1C(F)(F)F)c1cc(S(=O)(=O)N2CCOCC2)ccc1F	5%	6%	18%	-4%	-16%	-2.9%	i	-0.3%	-0.3%
CC(C)CC(=O)Nc1ncc([N+](=O)[O-])s1	0%	-18%	7%	-14%	4%	1.2%	i	2.8%	0.5%
CC1CCCC(C)N1C(=O)COc1ccccc1F (configuration not stated)	7%	16%	16%[20 µM]	3%	-18%	-6.5%	i	-2.1%	0.1%
CCOCCCn1c(=N)c(C(=O)NCc2ccc3c(c2)OCO3)cc2c(=O)n3ccccc3nc21	·	19%	-2%	3%	11%	-5.0%	·	0.9%	·
CCCCC(=O)Nc1ccc(C(=O)N2CCN(c3ccccc3OC)CC2)cc1	6%	-4%	12%	2%	-27%	-0.9%	·	-1.2%	·
O=C(c1ccoc1)N1CCC2(CC1)Oc1ccc(Cl)cc1C(=O)C21CC(c2cccnc2)=NO1 (configuration not stated)	-8%	16%	14%	-1%	-1%	3.6%	i	-1.5%	0.6%
COC(=O)C1CC(=O)c2ccsc2C1 (configuration not stated)	-6%	19%	-25%	-2%	-14%	0.7%	i	0.1%	0.4%
O=S(=O)(Nc1cccc(S(=O)(=O)N2CCCCCC2)c1)c1ccccc1	-4%	16%	-22%[20 µM]	7%	-12%	2.2%	i	-0.4%	2.3%
O=c1nc(N2CCCC2)nc(Nc2ccccc2)[nH]1	-4%	9%	-34%	17%	1%	6.7%	·	0.7%	·

High-throughput results: PubChem BioAssay, several laboratories

Some of the compounds tested; the hit share may differ from the screen's.
